# Compound activity (PubChem)
# GDH-TPI counter – inhibits GDH-TPI coupling enzymes, artifact for Mtb FBA screen; GDH-TPI coupled enzyme counterscreen, NADH absorbance; inhibition, % at 4.8 µM; actives 1.2% (n = 360,000); AID 588335;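 also: 0% = DMSO wells and 100% = wells lacking the enzyme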
# Mtb BioA inh – inhibitors of Mycobacterium tuberculosis BioA enzyme; actives 0.096% (n = 360,000); inhibition, % at 9.99 µM; AID 602481; purified M. tuberculosis BioA enzyme, plate reader; in the data active = inhibition above about 40%; inconclusive = no clear call, values can overlap the other calls
# Mtb UGM inh – blocks M. tuberculosis UGM enzyme. P9WIQ1. actives 0.06% (n = 320,000). purified UGM, fluorescence polarization probe displacement. inhibition, % at 10 µM. AID 504406; in the data active = inhibition above about 10%, passing the limit was not always enough; inconclusive = no clear call, values can overlap the other calls
# Target sequence (P9WIQ1 whole entry, looked up): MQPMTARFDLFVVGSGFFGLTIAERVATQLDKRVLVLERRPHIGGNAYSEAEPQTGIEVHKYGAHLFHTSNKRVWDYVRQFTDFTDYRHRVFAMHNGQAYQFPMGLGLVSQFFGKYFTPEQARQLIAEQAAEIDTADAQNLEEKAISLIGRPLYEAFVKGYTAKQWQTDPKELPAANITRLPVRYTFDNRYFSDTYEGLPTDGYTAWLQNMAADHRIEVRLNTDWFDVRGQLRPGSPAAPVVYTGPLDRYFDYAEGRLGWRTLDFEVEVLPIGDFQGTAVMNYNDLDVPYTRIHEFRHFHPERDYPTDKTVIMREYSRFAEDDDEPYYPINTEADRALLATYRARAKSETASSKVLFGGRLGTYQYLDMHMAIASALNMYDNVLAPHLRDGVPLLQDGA
# Rv3671c protease – inhibitors of M. tuberculosis serine protease Rv3671c | P9WHR9 | inhibition, % at 5.96 µM | actives 0.048% (n = 320,000); in the data active = inhibition above about 38%;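 also: extracellular domain of Rv3671c used as enzyme; 0% = enzyme with DMSO and 100% = no enzyme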
# MazF activator – MazEF (E. coli) toxin RNase activation; P0AE70; FAM/BHQ RNA-DNA oligo cleavage fluorescence, 5 h; activation, % at 20 µM; actives 0.32% (n = 350,000); in the data active = activation above about 50%
# Target sequence (P0AE70 whole entry, looked up): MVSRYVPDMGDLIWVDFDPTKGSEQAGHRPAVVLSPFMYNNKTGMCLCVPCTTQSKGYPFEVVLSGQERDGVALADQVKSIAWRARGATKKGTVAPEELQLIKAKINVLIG
# DUSP3 inh – DUSP3 (human) phosphatase inhibition. inhibition, % at 13.3 µM. actives 0.52% (n = 290,000). recombinant VHR phosphatase, pNPP absorbance. AID 1654; in the data active = inhibition above about 50%; also: some compounds called inactive have numbers as strong as hits
# Target sequence (P51452 whole entry, looked up): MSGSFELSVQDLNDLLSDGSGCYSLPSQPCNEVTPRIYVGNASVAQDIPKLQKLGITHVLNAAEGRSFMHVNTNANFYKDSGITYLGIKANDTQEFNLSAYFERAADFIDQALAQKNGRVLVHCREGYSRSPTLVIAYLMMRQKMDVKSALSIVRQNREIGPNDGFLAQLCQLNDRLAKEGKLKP
# FBA Mtb inh – inhibitors of M. tuberculosis fructose-bisphosphate aldolase. P9WQA3. purified M. tuberculosis FBA, fluorescence read-out. inhibition, % at 1 µM. actives 2.3% (n = 360,000). AID 588726; in the data active = inhibition above about 27%;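 also: 0% = vehicle and 100% = reference inhibitor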
# Target sequence (P9WQA3 whole entry, looked up): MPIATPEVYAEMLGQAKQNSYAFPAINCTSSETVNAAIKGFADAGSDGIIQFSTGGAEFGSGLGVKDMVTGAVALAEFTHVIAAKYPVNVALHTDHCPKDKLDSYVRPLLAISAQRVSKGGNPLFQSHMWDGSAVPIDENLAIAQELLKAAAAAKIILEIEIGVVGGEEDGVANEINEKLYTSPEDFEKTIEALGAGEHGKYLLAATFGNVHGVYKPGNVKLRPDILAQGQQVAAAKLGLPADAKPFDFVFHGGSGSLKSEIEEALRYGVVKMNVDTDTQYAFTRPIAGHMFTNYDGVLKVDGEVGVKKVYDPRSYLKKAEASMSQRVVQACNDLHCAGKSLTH
# BoNT-F LC inh – inhibitors of Botulinum neurotoxin F light chain protease | Multiplex microsphere protease cleavage assay, flow cytometry | inhibition, % at 10 µM | actives 0.22% (n = 360,000) | AID 588497; in the data active = inhibition above about 35%, passing the limit was not always enough; inconclusive = no clear call, values can overlap the other calls; also: plate controls were buffer without enzyme for full effect and enzyme alone for no effect
# FadD28 binding – inhibitors of Mycobacterium tuberculosis FadD28 bisubstrate binding | FadD28 bisubstrate probe binding, fluorescence polarization | inhibition, % at 12.5 µM | actives 0.22% (n = 360,000) | AID 588549; in the data active = inhibition above about 8.5%, passing the limit was not always enough; inconclusive = no clear call, values can overlap the other calls
# CCHF vOTU inh – CCHFV vOTU protease inhibition. Pep-AMC fluorescence. inhibition, % at 11.5 µM. actives 0.55% (n = 370,000); also: 0% = vehicle wells with enzyme and 100% = no enzyme wells
# Starred values were filed as active, the others as inactive; ? = inconclusive; . = no result given; & = joins results of further samples. Rule as the data show it, unless noted: active = inhibition above about 30%; inactive = the rest.
# Results follow in this order: GDH-TPI counter, Mtb BioA inh, Mtb UGM inh, Rv3671c protease, MazF activator, DUSP3 inh, FBA Mtb inh, BoNT-F LC inh, FadD28 binding, CCHF vOTU inh
1: CCN1C(=O)C(=O)N(CC(=O)N2CCC(C)Sc3ccccc32)C1=O (configuration not stated)
    -1, -1.1, 0.9, -4, 1, ., -2, -6, -2.3, 14
2: CC(=O)Nc1ccc2c(c1)CCc1ccccc1-2
    5, -2.3, 2.6, -8, 0, 38, 3, -8, -1.4, -3
3: COc1ccccc1NS(=O)(=O)c1cccc(C(=O)N2CCN(C(=O)c3ccco3)CC2)c1
    -4, 2.0, 1.9, 4, 8, ., -1, -8, -1.8, -7
4: CCc1nnc(NC(=O)c2c(C)nn(-c3ccccc3)c2Cl)s1
    -5, ., -1.2, -8, 0, 21, -1, 15, -0.3, -8
5: COCC(C)NCc1ccc(OC)c(Br)c1 (configuration not stated)
    -3, ., 0.4, -2, 4, 15, 2, 1, -1.2, -13
6: CCn1c(SCC(=O)N(C)CCC#N)nc2cc(S(=O)(=O)N3CCOCC3)ccc21
    -5, ., 1.8, -1, -3, ., 7, ., 1.7, -1
7: O=C(c1ccc(F)cc1)N1CCC(N2CCOCC2)CC1
    16, -3.1, 2.7, -3, 2, 18, 3, -12, -1.4, 3
8: NS(=O)(=O)c1ccc(CNC(=O)CNC(=O)c2ccc(Br)o2)cc1
    0, -0.2, -1.3, 2, -7, 2, 1, 2, -0.5, 13
9: CCCNC(=O)c1cc2ccccc2c(=O)o1
    10, 1.0, 0.3, -7, 8, -8, 7, -2, -0.6, 7
10: O=S(=O)(c1cccc(Cl)c1Cl)N1CCN(C(=S)NCCCN2CCOCC2)CC1
    15, 1.9, -0.7, 14, -11, 30, 2, -10, -0.4, 7
11: CCC(=O)N1CCN(c2ccc(NC(=S)NC(=O)C(C)C)cc2)CC1
    -2, ., 2.2, -4, -1, 17, 3, 3, -0.8, 9
12: O=C1c2ccncc2C(=O)N1CNc1ccc(Cl)cc1
    11, ., -1.8, -8, 6, 8, -3, -1, -0.2, -10
13: O=c1c2ccccc2on1-c1ccccc1
    -12, -0.9, ., ., 14, ., -1, 1, -4.0, -8
14: COc1ccc(C(C(=O)NC(C)(C)C)N(C(=O)CCC(=O)Nc2cc(C)on2)c2ccc3c(c2)OCCO3)cc1 (configuration not stated)
    1, 0.1, 1.4, -3, 10, 17, -1, 3, -2.3, -7
15: CNC(=S)Nc1ccc(OC(F)(F)F)cc1
    -11, 1.0, 0.8, 11, 1, -15, 0, -4, -5.5, -7
16: CC1Cc2ccccc2N1CC(=O)NC(=O)NC(C)(C)C (configuration not stated)
    -3, 0.9, 0.8, 2, 4, 20, 6, -7, -1.9, 19
17: O=C1CCc2cc(S(=O)(=O)N3CCC(C(=O)NCCC4=CCCCC4)CC3)ccc2N1
    15, -1.9, ., 2, -7, 6, 1, -8, -1.0, 16
18: CC(=O)N1CCC2(CC1)C(C#N)=C(N)Oc1n[nH]c(C)c12
    11, 1.7, -3.4, -2, 5, 6, 3, -19, -1.1, 1
19: CCCn1cccc(C(=O)Nc2ccc(OC)cc2)c1=O
    19, 0.1, 5.0, -7, 7, 2, 0, 17, 0.2, 20
20: O=C(Cc1ccc([N+](=O)[O-])cc1)Nc1ccc(Cl)cc1
    1, ., 1.4, -12, 0, 7, -1, 0, -3.3, -10
21: CC/C(=N\Nc1ccccc1)c1c(O)n(C)c(=O)n(C)c1=O
    9, ., 0.8, -4, -2, 23, 0, -1, -0.4, -11
22: COC(=O)C1=C(c2ccc(-c3ccccc3)c(F)c2)C[C@@H]2CC[C@H]1N2C(=O)NCCO
    16, -1.5, 1.0, -15, -6, ., 6, 3, -0.6, -5
23: CC(C)NS(=O)(=O)c1ccc(NC(=S)NC(=O)c2cccc([N+](=O)[O-])c2)cc1
    9, -2.8, ., -9, 8, 8, 0, 7, -1.2, 11
24: COCCOC(=O)C1=C(C)OC(N)=C(C(=O)OC)C12C(=O)Nc1ccccc12 (configuration not stated)
    -5, 0.3, 5.1, -6, -2, 8, -7, -12, -3.4, 7
25: CN(C(=O)CSc1nnc(-c2n[nH]c3ccccc23)o1)c1ccccc1
    8, ., -0.9, -7, 6, 13, 0, 2, 2.2, 12
26: N#Cc1c(N)c(C(=O)c2ccccc2)n2ccccc12
    20, ., 1.1, -6, 23, ., -6, ?, -0.3, -8
27: CCCCc1ncc(CN2CCN(Cc3ccc(C)cc3)C(CCO)C2)[nH]1 (configuration not stated)
    17, 0.2, 2.3, 15, 2, 39, 8, 0, -1.2, -9
28: Cc1ccc(NC(=O)NC(=O)CN2CCCC2c2ccc3c(c2)OCCO3)cc1C (configuration not stated)
    5, -4.4, 1.1, -10, -4, ., 2, 2, -0.4, 7
29: C[C@H](CO)N1C[C@H](C)[C@H](CN(C)C(=O)Nc2ccc(C(F)(F)F)cc2)OCc2cnnn2CCCC1=O
    10, -0.3&2.0, ., ., -1, ., 2, -4, -1.5, 11
30: Cc1cccc(NCc2nc(SCC(N)=O)n[nH]2)c1
    5, -0.4, 0.8, 2, -3, 11, 0, ., 0.6, -3

# Later entries
# Results follow in this order: GDH-TPI counter, Mtb BioA inh, Mtb UGM inh, Rv3671c protease, MazF activator, DUSP3 inh, FBA Mtb inh, BoNT-F LC inh, FadD28 binding, CCHF vOTU inh
31: C=CCNC(=O)c1c(Cl)nc(C)c([N+](=O)[O-])c1C
    -1, -0.7, -1.0, -2, 1, 4, -4, -2, -1.2, -18
32: COC(=O)c1nnc(-c2ccccc2)nc1OC
    1, ., 3.1, -8, 4, -5, 3, -21, -0.5, -2
33: Cc1[nH]c2ccccc2c1C(=O)C(=O)NCCc1ccc(S(N)(=O)=O)cc1
    27, -1.2, -7.0, -2, 6, -3, -2, 5, -2.4, -1
34: CCCc1c(C(=O)N/N=C/c2c(OC)ccc3ccccc23)nnn1-c1nonc1N
    7, -3.4, 1.4, -15, -28, 1, 1, 4, 0.1, -2
35: COCc1ccc(C(=O)N2CCCC(N3CCN(c4ccc(F)cc4)CC3)C2)o1 (configuration not stated)
    -2, 0.9, 0.3, -3, 5, 6, 0, 0, ., 15
36: COc1ccc(/C=C/C(=O)NCc2cccnc2)cc1
    0, ., 1.5, -2, -2, 3, -2, -2, -2.9, 10
37: COc1cc(C(=O)Nc2ccccc2C(=O)Nc2ccccn2)cc(OC)c1OC
    -4, -0.4, 1.1, -1, -2, 21, 1, ?, -3.5, -18
38: CCN(CC)S(=O)(=O)c1ccc(NC(=O)COC(=O)CNS(=O)(=O)/C=C/c2ccccc2)cc1
    1, ., 1.9, -15, -4, 0, 0, -4, -3.1, 20
39: CCCn1c(=O)c(C(=O)Nc2ccccc2)c(O)c2ccccc21
    7, -1.6, -0.9, -3, -10, 9, -1, 6, -1.0, 14
40: CCN(CC(=O)Nc1c(F)cccc1F)C(=O)c1ccc2c(c1)NC(=O)C(C)S2 (configuration not stated)
    0, -0.9, 1.9, 3, 4, ., -1, 6, 0.2, 1
41: O=C(CSc1nnc(CNC(=O)c2c(F)cccc2F)o1)NCc1ccc2c(c1)OCO2
    3, 2.3, ., ., -3, ., 2, 3, -0.4, -2
42: Cc1ccc(CC(=O)NC2CCSC2=O)cc1 (configuration not stated)
    4, -0.9, 0.3, 6, 3, 2, 3, -4, 0.6, -5
43: COc1cc(CNCCc2ccccc2)ccc1OCC(=O)NC(C)(C)C
    -7, -0.5, 0.9, 4, 4, 2, 2, 0, -2.7, 2
44: O=C(O)CCCCCn1c(SCC(=O)N2CCCC2)nc2ccsc2c1=O
    0, 4.7, 1.3, 1, 6, 29, -1, -3, -2.9, -1
45: Cc1ccc(NC(=O)C2(C)CCN2C(=O)Cc2ccccc2)cc1C (configuration not stated)
    6, -0.2, ., ., ., ., 0, -10, -9.5, -1
46: COc1ccc(NC(C)=O)c(C)c1
    7, ., -1.0, 6, 8, 36, -1, 4, -2.4, -3
47: COc1ccc(-c2cn3c(C)c(C(=O)Nc4cccc(C)n4)sc3n2)cc1
    12, -0.4, 1.4, -1, 3, 35, 2, 5, 0.5, -8
48: CCOC(=O)C1=CN2CCC[C@H]2CC1=O
    -3, -0.4, ., -4, 7, ., 1, -3, 0.2, -5
49: CC1(CCc2ccccc2)NC(=O)N(Cc2nnc(-c3ccccc3Br)o2)C1=O (configuration not stated)
    -7, 5.4, -2.5, 2, -7, 32, 8, 1, -3.1, 4
50: COC(=O)c1ccc(C)c(NS(=O)(=O)c2ccc(OC)cc2)c1
    7, -1.2, 1.1, -3, 2, 12, 1, 1, -1.9, -11
51: CCC1(CC)C(=O)N(C)C(=O)NC1=NC
    -7, ., 0.1, 0, 7, 1, 0, ?, -2.2, -2
52: CC(C)(C)NC(=O)NC(=O)CSc1ncc(C(F)(F)F)cc1Cl
    10, ., -2.0, 9, -2, 27, 0, -5, -0.2, .
53: Cn1c(=O)c2c(nc(CN3CCN(C(=O)c4ccco4)CC3)n2CCCc2ccccc2)n(C)c1=O
    -2, 1.3, 0.6, -1, 0, 36, 4, -4, -1.6, -3
54: Cn1nc(C2CC2)cc1NC(=O)C1(C)CCN1C(=O)CC(c1ccccc1)c1ccccc1 (configuration not stated)
    3, -1.3, ., ., ., ., 1, -5, -0.5, 8
55: CSc1nnnn1-c1ccc(Cl)cc1
    -3, ., -2.0, 4, 3, -17, 1, 0, -4.3, 9
56: CC1(C)CC(=O)C=C(c2ccccc2-c2ccc3cc[nH]c3c2)C1=O
    10, -3.6, ., ., 3, ., 0, -3, -1.1, 24
57: NC(=O)CNC(=O)[C@@H]1CC2(CC(c3ccc(Cl)cc3)=NO2)CN1C(=O)c1ccccc1 (some centres not stated)
    17, 1.7, 1.1, -4, 6, 2, 1, -7, -2.7, 7
58: Cc1ccc(C(=O)NCc2ccncc2)cc1S(=O)(=O)N1CCCCC1
    -7, 0.6, -2.3, 1, 0, -6, -2, -4, -0.4, 8
59: COC(=O)C1CCN(C(=O)COC(=O)c2cc(-c3cccs3)nn2-c2ccccc2)CC1
    -2, 1.9, 0.5, -3, -2, ., 0, -5, -4.8, -1
60: CC(=O)Nc1ccc(N/C=C/C(=O)c2ccco2)cc1
    9, 1.6, 0.1, 4, -1, -16, -3, 7, -3.7, 0

# 12 compounds out of the list, sorted by length of the SMILES, smallest number first.
# Results follow in this order: GDH-TPI counter, Mtb BioA inh, Mtb UGM inh, Rv3671c protease, MazF activator, DUSP3 inh, FBA Mtb inh, BoNT-F LC inh, FadD28 binding, CCHF vOTU inh
55: CSc1nnnn1-c1ccc(Cl)cc1
    -3, ., -2.0, 4, 3, -17, 1, 0, -4.3, 9
5: COCC(C)NCc1ccc(OC)c(Br)c1 (configuration not stated)
    -3, ., 0.4, -2, 4, 15, 2, 1, -1.2, -13
30: Cc1cccc(NCc2nc(SCC(N)=O)n[nH]2)c1
    5, -0.4, 0.8, 2, -3, 11, 0, ., 0.6, -3
7: O=C(c1ccc(F)cc1)N1CCC(N2CCOCC2)CC1
    16, -3.1, 2.7, -3, 2, 18, 3, -12, -1.4, 3
60: CC(=O)Nc1ccc(N/C=C/C(=O)c2ccco2)cc1
    9, 1.6, 0.1, 4, -1, -16, -3, 7, -3.7, 0
43: COc1cc(CNCCc2ccccc2)ccc1OCC(=O)NC(C)(C)C
    -7, -0.5, 0.9, 4, 4, 2, 2, 0, -2.7, 2
45: Cc1ccc(NC(=O)C2(C)CCN2C(=O)Cc2ccccc2)cc1C (configuration not stated)
    6, -0.2, ., ., ., ., 0, -10, -9.5, -1
44: O=C(O)CCCCCn1c(SCC(=O)N2CCCC2)nc2ccsc2c1=O
    0, 4.7, 1.3, 1, 6, 29, -1, -3, -2.9, -1
25: CN(C(=O)CSc1nnc(-c2n[nH]c3ccccc23)o1)c1ccccc1
    8, ., -0.9, -7, 6, 13, 0, 2, 2.2, 12
6: CCn1c(SCC(=O)N(C)CCC#N)nc2cc(S(=O)(=O)N3CCOCC3)ccc21
    -5, ., 1.8, -1, -3, ., 7, ., 1.7, -1
59: COC(=O)C1CCN(C(=O)COC(=O)c2cc(-c3cccs3)nn2-c2ccccc2)CC1
    -2, 1.9, 0.5, -3, -2, ., 0, -5, -4.8, -1
53: Cn1c(=O)c2c(nc(CN3CCN(C(=O)c4ccco4)CC3)n2CCCc2ccccc2)n(C)c1=O
    -2, 1.3, 0.6, -1, 0, 36, 4, -4, -1.6, -3
